Source: PubChem (several laboratories)
PLK1 PBD inh: Plk1 (human) PBD binding inhibition. P53350. Plk1 PBD phosphopeptide binding, fluorescence polarization. inhibition, %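 (tested at about 20 µM)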. hit rate 0.13% among 97,000. AID 693; in the data active = inhibition above about 34%, passing the limit was not always enough
sEH inh: soluble epoxide hydrolase (human) inhibition; hit rate 0.34% among 91,000; P34913; inhibition, % at 2 µM; recombinant human sEH enzymatic activity assay; AID 707; in the data active = inhibition above about 80%; note: values of inactives mirror those of a sister screen read the other way; many of its hits are not listed in these tables
Target sequence (P34913 whole entry, looked up): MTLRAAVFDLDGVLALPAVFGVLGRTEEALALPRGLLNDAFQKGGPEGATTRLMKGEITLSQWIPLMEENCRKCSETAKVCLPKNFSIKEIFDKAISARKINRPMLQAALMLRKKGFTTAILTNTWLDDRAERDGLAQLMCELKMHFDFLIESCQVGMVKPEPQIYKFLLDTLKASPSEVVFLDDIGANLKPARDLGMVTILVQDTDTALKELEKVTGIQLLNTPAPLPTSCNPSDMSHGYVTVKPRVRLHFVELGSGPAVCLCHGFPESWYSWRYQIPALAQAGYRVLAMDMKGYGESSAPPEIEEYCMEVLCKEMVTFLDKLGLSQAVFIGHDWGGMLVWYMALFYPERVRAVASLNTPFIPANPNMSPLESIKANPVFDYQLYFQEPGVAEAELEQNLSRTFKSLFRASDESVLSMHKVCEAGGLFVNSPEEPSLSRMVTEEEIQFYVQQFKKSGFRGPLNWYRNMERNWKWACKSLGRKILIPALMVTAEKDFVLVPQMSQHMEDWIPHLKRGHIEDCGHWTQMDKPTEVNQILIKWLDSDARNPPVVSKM
IL1B cytotox: HUVEC cytotoxicity counter-screen, IL-1B stimulated; hit rate 0.41% among 94,000; cell count reduction, % at 2 µM; AID 845; HUVEC cell count loss, Hoechst imaging;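 active = cell count reduction more than 3 SD above the screen-wide mean, cut at about 70% in these data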;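 note: normalized per plate to untreated control cells as the no-loss baseline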
E coli WT exp: growth inhibitors of E. coli BW25113 wild type; OD600 absorbance; growth inhibition, % at 100 µM; hit rate 0.15% among 98,000; AID 710;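 active = growth inhibition above about 50% at one test dose, limit read from the data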;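 note: growth measured after 20 h incubation at 37 °C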
hDAT+cocaine: modulates human dopamine transporter uptake under cocaine; LLC-PK1 hDAT cells, [14C]-dopamine uptake with cocaine IC80; actives deviate in either direction; B-score at 10 µM; hit rate 1.3% among 110,000;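 active = Z score or B-score, a plate-position-corrected score, falls beyond the plate's 99.7% confidence bounds, in either direction; inactive = both scores lie inside the 99.7% bounds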;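 note: scored against the spread of the other compound wells on the same plate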
F-actin modifier: cytoskeleton assembly modification; HUVEC TNFa F-actin phalloidin imaging, high content; inhibition, % at 2 µM; hit rate 0.18% among 91,000;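 active = inhibition above the batch mean plus 3 SD and confirmed as a hit by visual image inspection, cut at about 30% in these data, passing the limit was not always enough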; note: strong numbers were not always called active
VCAM1 TNFa inh: reduces TNF alpha induced VCAM1 expression in HUVEC. HUVEC TNFa-induced VCAM-1 immunofluorescence, high-content imaging. inhibition, % at 2 µM. hit rate 0.48% among 95,000. AID 802;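 active = inhibition above the batch mean plus 3 SD, with images confirmed as a hit by eye, cut at about 37% in these data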;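 note: 0% = TNF-stimulated DMSO wells and 100% = unstimulated control wells; not every result past the cut was called active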
TNFa cytotox: HUVEC cytotoxicity counter-screen, TNF alpha stimulated. cell count reduction, % at 2 µM. AID 848. HUVEC TNFalpha-stimulated, Hoechst cell count, imaging. hit rate 0.17% among 93,000;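 active = cell count reduction exceeding the screen mean by over 5 SD, scaled to untreated wells per plate, cut at about 78% in these data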;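 note: cells counted after 24 h of TNF alpha exposure following the 1 h pretreatment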
PLK1 kinase inh: blocks human PLK1 kinase activity | hit rate 0.53% among 97,000 | AID 619 | inhibition, % at 10 µM | P53350 | recombinant PLK1 kinase, TR-FRET peptide phosphorylation;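 active = inhibition of 50% or more in the single-concentration screen; inactive = inhibition below 50%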;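 note: 0% = DMSO max control and 100% = H-89 dihydrochloride min control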
The depositor's hits bear a star; · = no result given.

SMILES	PLK1 PBD inh	sEH inh	IL1B cytotox	E coli WT exp	hDAT+cocaine	F-actin modifier	VCAM1 TNFa inh	TNFa cytotox	PLK1 kinase inh
Cc1nnc(NC(=O)c2ccccc2C(=O)O)s1	5	3	-3	-1	-1.1	-26	6	-8	-9
CCOC(=O)CC1C(C(=O)OCC)ON2OC(C(=O)OC)C(C(=O)OCC)C12 (stereo unspecified)	11	-4	-24	-6	0.36	-3	15	-6	-31
Cc1cc(C)cc(NC(=O)c2cccn2-c2ncc(C(F)(F)F)cc2Cl)c1	6	10	-17	-10	0.23	29	-2	-15	-5
CCn1c(-c2cc(-c3ccc(OC(C)C)cc3)nc3ccccc23)n[nH]c1=S	4	-13	0	3	-0.27	9	8	-7	-15
Cn1c(CN2CCCCC2)nc2cc(NC(=O)c3ccc(Cl)cc3)ccc21	10	0	-1	11	2.1	-22	1	13	-4
O=C(c1cccs1)N1CCC(c2nc3ccccc3s2)CC1	-5	5	15	7	1	-9	3	-33	-1
Cc1c(C(C)(C)C)c(C=S)n2ccccc12	-2	-22	-14	-6	-2	4	19	-18	-13
COCCNC(=O)c1c[nH]n2c(=O)cc(C3CCN(C(=O)OC(C)(C)C)CC3)nc12	-11	4	14	-3	0.53	15	5	2	5
N#CCSc1nnc(Cc2cccs2)n1C1CCCCC1	-23	14	0	4	0.058	-14	7	-3	-12
O=C(CSc1nnc2n(C3CCCC3)c(=O)c3ccccc3n12)N1CCCCCC1	2	-11	-54	-4	2.2	24	-30	-26	-6
CCOc1ccccc1NC(=O)Cc1coc2cc(C)ccc12	5	-3	1	9	-0.64	-5	-6	4	-6
CCOC(=O)NCc1ccc(S(=O)(=O)Nc2ccccc2C)cc1	12	-10	-2	-8	0.72	·	-4	-6	-2
CN1CCOCCOCCN(C)C(=O)N2CCOCCOCCN(CCOCC2)C1=O	31	2	10	7	-0.21	-6	6	8	-1
COC(=O)c1c(NC(=O)c2ccco2)sc(C(=O)N2CCCC2)c1C	-1	8	-6	-5	1.3	4	8	-8	-3
O=C(O)Cn1cc2c(n1)CCCC2	-6	-16	-41	8	0.012	1	8	0	-11
CCOC(=O)C(NC(C)=O)(Nc1ccc(S(=O)(=O)Nc2cc(C)on2)cc1)C(F)(F)F (stereo unspecified)	-9	-3	4	·	-0.61	5	2	-17	-8
CS(=O)(=O)N(CCc1ccccc1)CC(=O)NCc1cccnc1	-7	0	14	-13	1.1	10	9	-14	-10
CC1CCC2(CC1)NC(=O)N(Cc1nc(-c3ccccc3)no1)C2=O (stereo unspecified)	-1	5	·	1	1.1	0	-13	-14	-11
CCN1CCN(C(=O)c2cn(CCOC)c(=O)c3c2c2ccccc2n3C)CC1	-8	-5	-4	-5	-0.25	0	9	4	-13
O=C(Nc1cc(C(F)(F)F)ccc1Cl)c1cc(C2CC2)on1	-4	12	-16	-19	0.78	6	6	·	-2
Cc1csc(/C(=N\O)c2csc(C)n2)n1	6	-9	-13	6	0.077	14	11	-16	-8
COc1ccc(N2CC(C(=O)NCCC3=CCCCC3)CC2=O)cc1 (stereo unspecified)	-4	4	-38	-1	-0.32	3	20	0	-6
CC(=O)c1ccc(NC(=O)C2CC(c3ccc(F)cc3)=NO2)cc1 (stereo unspecified)	7	-3	-10	-4	-0.1	1	-15	7	-1
COC(=O)C(C(=O)Nc1ncccn1)C1CCCCCC1 (stereo unspecified)	5	-10	4	2	-0.95	1	-10	17	-16
C=CCn1c(=S)[nH]c2nc3c(cc2c1=O)COC(C)(C)C3	-23	0	-19	-2	0.33	10	20	-8	-3
SMILES	PLK1 PBD inh	sEH inh	IL1B cytotox	E coli WT exp	hDAT+cocaine	F-actin modifier	VCAM1 TNFa inh	TNFa cytotox	PLK1 kinase inh
COc1ccccc1CC(=O)O/N=C(\N)Cc1cccc2ccccc12	21	20	-12	8	-0.31	11	28	-5	-8
Cc1ccccc1NC(=O)Nc1ccccc1Br	29	9	-41	-7	0.06	-36	0	5	-13
C/C(=N\NC(=O)Cc1ccccc1)c1cccs1	13	17	-48	19	0.7	0	11	-12	-1
Cc1cccc(CSC2=CS(=O)(=O)c3ccccc3N2)c1	-20	-1	-19	1	0.36	2	3	-7	-5
COc1ccccc1N1CCN(c2nc(N)c(C#N)c(CC#N)c2C#N)CC1	-27	1	-3	-7	0.19	-1	-64	-57	-3
CCCN1C2CCCC1CC(NC(=S)Nc1cc(C)ccc1C)C2 (stereo unspecified)	5	-9	-32	·	0.055	0	0	9	-12
CCCOC(=O)c1c(N)sc2c1CCC2	-4	-5	8	1	0.011	6	14	-37	-3
COc1ccc(CCN2C(=O)c3cccc4cccc(c34)C2=O)cc1OC	-6	9	-27	-13	·	14	-7	-7	-10
c1ccc(N2CCN(c3ccccc3)C2c2cccnc2)cc1	-15	0	22	6	-1.4	-11	-7	·	-16
CCOC(=O)c1ccccc1NC(=O)c1cccc(F)c1	-22	15	-4	0	0.33	6	9	-29	-2
C=CCn1c(C(C)NC(=O)c2ccccc2)n[nH]c1=S (stereo unspecified)	-29	-5	-44	2	0.16	16	9	-14	-10
Cc1ccc(C(=O)C[n+]2cc(-c3ccccc3)n3c2CCCCC3)cc1	9	-6	10	6	-0.47	8	25	-42	9
CC(C)c1nnc(SCC(=O)NCc2ccc3c(c2)OCO3)n1C	7	-15	-22	·	-0.7	-2	1	·	-9
O=C(NCc1ccccn1)c1cc(S(=O)(=O)N2CCN(c3ccccc3)CC2)ccc1Cl	-5	8	24	-12	-0.47	30	3	-14	-5
Cc1cccc(NC(=O)CN(C)S(=O)(=O)c2cccc3nsnc23)c1C	-15	-3	·	8	0.0039	·	·	·	-1
CCCn1nnnc1SCC(=O)Nc1ccc(F)cc1	-11	-1	-3	4	-0.0015	0	2	-11	2
CCc1c(C)c2ccc(OCC(N)=O)cc2oc1=O	-13	-4	-6	6	0.088	0	17	-2	-13
Cc1nc(=O)c(-c2ccccc2)c(C)n1CC1CCCO1 (stereo unspecified)	-1	-13	-34	-6	-1.1	-3	-3	4	-8
Cc1cc(C)n(CC(=O)Nc2ccccc2)n1	23	2	-19	4	-0.16	17	-5	-7	-10
CCOC(=O)CSc1nc2ccccc2c(=O)n1CC1CCCO1 (stereo unspecified)	-17	-2	-71	9	-0.12	13	7	-27	-12
CC(C)(C)N1C(=O)c2ccccc2NC(=O)N1Cc1ccccc1	-14	5	-1	1	-0.3	-6	12	-9	-3
C=CCN1C(=O)/C(=C/c2ccc(N(C)C)cc2)S/C1=N\c1nnc(CC)s1	-91	-11	10	2	·	-11	13	-18	-40
C=CCSC1=N/C(=C\C=C\c2ccco2)C(=O)S1	-15	-4	-31	-5	-0.97	-23	-3	-16	-25
CC(=O)Nc1nc(=O)c2ccccc2s1	-6	8	-25	2	0.87	13	14	7	-9
Cc1cc(C)n(-c2nc3ccccc3nc2N2CCN(C(=O)c3ccccc3)CC2)n1	-9	1	-28	4	-0.21	1	0	-18	-9
SMILES	PLK1 PBD inh	sEH inh	IL1B cytotox	E coli WT exp	hDAT+cocaine	F-actin modifier	VCAM1 TNFa inh	TNFa cytotox	PLK1 kinase inh
C/C(=C\C(=O)c1ccccc1)NNc1nc2ccccc2s1	-40	7	10	6	1.3	5	-2	27	-3
O=C(NCC1OCCc2ccccc21)c1ccco1 (stereo unspecified)	26	-11	-2	1	0.49	-14	-2	16	-6
CCc1nc(SCC(=O)Nc2c(C)n(C)n(-c3ccccc3)c2=O)n[nH]1	21	4	-20	-6	-0.22	14	·	·	-10
O=C(CN1CCN(S(=O)(=O)c2ccc(Br)cc2)CC1)Nc1ccc(F)cc1F	10	4	-87	0	0.39	1	8	-75	-2
Cn1nc(-c2ccccc2)c2nc3ccccc3nc21	39	-12	5	-20	-0.23	16	-16	-40	-2
CCOc1ccc(-n2c(=O)[nH]cc(C(=O)N3CCCc4ccccc43)c2=O)cc1	-15	6	·	-3	-0.65	·	·	·	-12
Cc1ccc(O)c(C(=O)c2coc(=N)c(C(=O)NC(C)C)c2)c1	-15	-2	-14	1	-0.56	-7	5	0	-9
O=CNCCCc1nc2ccccc2n1Cc1ccccc1	-5	-7	4	-7	0.86	-2	1	-21	2
Cc1cc2cc(C)c3nnc(SCC(=O)N4CCc5ccccc54)n3c2cc1C	6	7	-19	-6	-0.75	0	3	-10	-7
CC1(C)CC(=O)C2=C(C1)NC(SCC(N)=O)=C(C#N)C21CCCCC1	4	-2	19	-4	0.32	-6	3	-7	-10
c1ccc(-n2nnnc2NCCc2c[nH]c3ccccc23)cc1	2	-3	1	6	-0.38	-12	-9	32	-6

Ordered by length of the SMILES (largest number first): 18 of the compounds above.
SMILES	PLK1 PBD inh	sEH inh	IL1B cytotox	E coli WT exp	hDAT+cocaine	F-actin modifier	VCAM1 TNFa inh	TNFa cytotox	PLK1 kinase inh
COCCNC(=O)c1c[nH]n2c(=O)cc(C3CCN(C(=O)OC(C)(C)C)CC3)nc12	-11	4	14	-3	0.53	15	5	2	5
Cc1cc(C)n(-c2nc3ccccc3nc2N2CCN(C(=O)c3ccccc3)CC2)n1	-9	1	-28	4	-0.21	1	0	-18	-9
CCn1c(-c2cc(-c3ccc(OC(C)C)cc3)nc3ccccc23)n[nH]c1=S	4	-13	0	3	-0.27	9	8	-7	-15
CCc1nc(SCC(=O)Nc2c(C)n(C)n(-c3ccccc3)c2=O)n[nH]1	21	4	-20	-6	-0.22	14	·	·	-10
CCN1CCN(C(=O)c2cn(CCOC)c(=O)c3c2c2ccccc2n3C)CC1	-8	-5	-4	-5	-0.25	0	9	4	-13
Cc1cc2cc(C)c3nnc(SCC(=O)N4CCc5ccccc54)n3c2cc1C	6	7	-19	-6	-0.75	0	3	-10	-7
Cc1ccc(C(=O)C[n+]2cc(-c3ccccc3)n3c2CCCCC3)cc1	9	-6	10	6	-0.47	8	25	-42	9
Cc1ccc(O)c(C(=O)c2coc(=N)c(C(=O)NC(C)C)c2)c1	-15	-2	-14	1	-0.56	-7	5	0	-9
COc1ccc(CCN2C(=O)c3cccc4cccc(c34)C2=O)cc1OC	-6	9	-27	-13	·	14	-7	-7	-10
CC(C)(C)N1C(=O)c2ccccc2NC(=O)N1Cc1ccccc1	-14	5	-1	1	-0.3	-6	12	-9	-3
CC(C)c1nnc(SCC(=O)NCc2ccc3c(c2)OCO3)n1C	7	-15	-22	·	-0.7	-2	1	·	-9
c1ccc(-n2nnnc2NCCc2c[nH]c3ccccc23)cc1	2	-3	1	6	-0.38	-12	-9	32	-6
C=CCn1c(C(C)NC(=O)c2ccccc2)n[nH]c1=S (stereo unspecified)	-29	-5	-44	2	0.16	16	9	-14	-10
Cc1nc(=O)c(-c2ccccc2)c(C)n1CC1CCCO1 (stereo unspecified)	-1	-13	-34	-6	-1.1	-3	-3	4	-8
Cn1nc(-c2ccccc2)c2nc3ccccc3nc21	39	-12	5	-20	-0.23	16	-16	-40	-2
C/C(=N\NC(=O)Cc1ccccc1)c1cccs1	13	17	-48	19	0.7	0	11	-12	-1
O=CNCCCc1nc2ccccc2n1Cc1ccccc1	-5	-7	4	-7	0.86	-2	1	-21	2
Cc1cc(C)n(CC(=O)Nc2ccccc2)n1	23	2	-19	4	-0.16	17	-5	-7	-10
